Screening results deposited in PubChem BioAssay by National Center for Advancing Translational Sciences (NCATS).
GoLoco inh red – qHTS Assay for Inhibitors of RGS12 GoLoco Motif Activity (Red Fluorophore). Guanine nucleotide-binding protein G(i) subunit alpha-1 (Homo sapiens), P63096. Potency, µM (top dose mostly 61.6 µM), for inactives: at the highest dose activity, negative = inhibition, usual class: inhibitors. Gai1:RGS12 GoLoco peptide FP, rhodamine, 10 min. hit rate 0.44% among 230,000; active means well fitted inhibition curve with a large enough effect, not every such curve was filed as active; inactive means no such curve, though single readings can be large or run the other way; further: on the % scale 0 is the no-effect control and ±100 the full control effect; nearly all actives have a fitted effect of over 30% in size; many of its hits are not listed in these tables
ALDH1A1 block – qHTS Assay for Inhibitors of Aldehyde Dehydrogenase 1 (ALDH1A1) | Aldehyde dehydrogenase 1A1 (Homo sapiens), P00352 | Purified ALDH1A1, NADH fluorescence, propionaldehyde substrate | Potency, µM (titrated, usually from 75.3 µM), without a hit: at the top dose activity, negative = inhibition, usual class: inhibitors | hit rate 7.3% among 220,000 | AID 1030, 2008; active means well fitted inhibition curve with a large enough effect, not every such curve was filed as active; inconclusive means small, poorly fitted or top-dose-only effect, or another doubt; inactive means no such curve, though single readings can be large or run the other way;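 further: plate controls were no enzyme wells and a reference inhibitor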
SMN2 splice enh – qHTS Assay for Enhancers of SMN2 Splice Variant Expression. HEK293 SMN2-luciferase splicing reporter, luminescence, 30-36 h. Potency, µM (series often up to 46.1 µM), for inactives: at the top dose activity change, positive = activation, most hits filed as activators. hit rate 2.8% among 210,000. AID 1458, 2008; further: % of control where 0% means no effect; nearly all actives have a fitted effect of over 55% in size
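qHTS luciferase splicing reporter: luminescence rises when SMN2 exon 7 is included in transfected HEK293 cells. Compound exposure lasted 30-36 h at 37C, with 4.5 mM final sodium butyrate as control, followed by a ONE-Glo read.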
Lamin A splicing – qHTS Assay for Modulators of Lamin A Splicing; Potency, µM (titrated, usually from 46.1 µM), for the others: at the top dose ratio change, negative = inhibition, usual class: inhibitors; hit rate 0.01% among 200,000; AID 1487, 2009; HeLa LMNA splicing GFP/RFP minigene ratio, 48 h; active means well fitted inhibition curve with a large enough effect in the signal ratio, with a control signal flat, not every such curve was filed as active; inconclusive means small, poorly fitted or top-dose-only effect, or effect the other way, or a change in a side signal; the % refers to the signal ratio; further: on the % scale 0 is the no-effect control and ±100 the full control effect
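S3 HeLa stable clones carrying a lamin A-EGFP splicing minigene plus DsRed2 were seeded at 600 cells/well in Opti-MEM with 2% FBS, pin-dosed and incubated 48 h at 37°C. Acumen cytometry (488 nm) gave the GFP/RFP total-intensity ratio.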
KDM4E inh – qHTS Assay for Inhibitors of Human Jumonji Domain Containing 2E (JMJD2E) | Lysine-specific demethylase 4E (Homo sapiens), B2RXH2 | JMJD2E catalytic domain, FDH-coupled NADH fluorescence (FDH is formaldehyde dehydrogenase) | Potency, µM (doses to about 57.1 µM), for inactives: at the top dose activity change, negative = inhibition, hits mostly inhibitors | hit rate 1.6% among 230,000 | AID 2147, 2009; active means well fitted inhibition curve with a large enough effect, not every such curve was filed as active; inconclusive means small, poorly fitted or top-dose-only effect, or another doubt; inactive means no such curve, though single readings can be large or run the other way;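 further: 0% = wells with enzyme and -100% = buffer wells without enzyme; nearly all actives have a fitted effect of over 50% in size; many of its hits are not listed in these tables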
Target sequence (B2RXH2 1-337 limits assumed): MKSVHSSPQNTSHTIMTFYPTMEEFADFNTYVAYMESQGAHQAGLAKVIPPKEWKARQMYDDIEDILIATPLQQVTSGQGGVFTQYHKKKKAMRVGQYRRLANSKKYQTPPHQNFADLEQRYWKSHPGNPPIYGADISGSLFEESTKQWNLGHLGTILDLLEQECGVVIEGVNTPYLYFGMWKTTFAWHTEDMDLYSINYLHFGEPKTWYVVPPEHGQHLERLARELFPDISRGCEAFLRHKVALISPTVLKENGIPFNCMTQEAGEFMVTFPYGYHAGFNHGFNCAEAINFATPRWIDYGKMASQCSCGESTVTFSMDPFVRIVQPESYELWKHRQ
TRb-SRC2 inh – qHTS for Inhibitors of the Interaction of Thyroid Hormone Receptor and Steroid Receptor Coregulator 2 | Thyroid hormone receptor beta (Homo sapiens), P10828 | TRbeta-SRC2 peptide binding, fluorescence polarization; receptor liganded with 1 µM T3 | Potency, µM (doses to about 106 µM), for the others: top-dose activity change, negative = inhibition, usual class: inhibitors | hit rate 0.065% among 280,000 | AID 1469, 2008;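 further: plate controls were bound peptide for no effect and peptide without receptor for full effect; nearly all actives have a fitted effect of over 50% in size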
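Read-out is fluorescence polarization (555 nm excitation, 632 nm emission) of a Texas Red SRC2 coactivator peptide; loss of signal reflects blocked binding to human TRb ligand-binding domain in the presence of 1 uM T3.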
RECQ1 inh – qHTS Assay for Inhibitors of RecQ-Like Dna Helicase 1 (RECQ1); ATP-dependent DNA helicase Q1 (Homo sapiens), P46063; RECQ1 DNA unwinding, red fluorescence kinetic read; Potency, µM (highest dose often 57.3 µM), for inactives: at the top dose activity, negative = inhibition, usual class: inhibitors; hit rate 0.54% among 240,000; AID 2549, 2010;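 further: plate controls were vehicle for no effect and no enzyme for full effect; nearly all actives have a fitted effect of over 30% in size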
Target sequence (P46063 whole entry, looked up): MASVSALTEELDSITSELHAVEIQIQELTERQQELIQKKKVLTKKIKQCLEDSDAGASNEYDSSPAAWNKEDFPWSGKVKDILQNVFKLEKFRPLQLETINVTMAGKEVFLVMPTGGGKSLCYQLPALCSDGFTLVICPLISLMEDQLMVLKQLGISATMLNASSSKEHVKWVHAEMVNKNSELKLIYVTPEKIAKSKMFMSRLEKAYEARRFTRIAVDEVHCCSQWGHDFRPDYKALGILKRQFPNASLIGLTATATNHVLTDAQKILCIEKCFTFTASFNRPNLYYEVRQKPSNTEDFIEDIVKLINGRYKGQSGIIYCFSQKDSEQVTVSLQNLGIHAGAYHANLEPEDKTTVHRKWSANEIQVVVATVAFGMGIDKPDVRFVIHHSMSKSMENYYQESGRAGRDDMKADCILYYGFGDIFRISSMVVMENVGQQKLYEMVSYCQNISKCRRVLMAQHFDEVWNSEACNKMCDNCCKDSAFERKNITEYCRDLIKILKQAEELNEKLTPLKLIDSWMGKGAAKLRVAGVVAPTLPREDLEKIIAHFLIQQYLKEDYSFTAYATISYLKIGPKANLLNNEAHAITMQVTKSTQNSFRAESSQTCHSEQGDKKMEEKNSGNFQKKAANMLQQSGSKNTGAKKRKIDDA
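RECQ1T1 50 nM; forked duplex (20 bp + 30-nt ss tails) 200 nM, ATP 2 mM final; pH 8.0, 2 mM MgCl2, 2.5 ug/ml poly(dI-dC); 15 min compound preincubation; discontinuous kinetic read over 2 h at RT.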
TexasRed fluor – Total Fluorescence Counterscreen for Inhibitors of the Interaction of Thyroid Hormone Receptor and Steroid Receptor Coregulator 2. TRb/SRC2 Texas Red total fluorescence interference. Potency, µM (titrated, usually from 106 µM), for inactives: at the top dose fluorescence change, negative = quenching. hit rate 0.29% among 280,000; active means well fitted curve in either direction with a large enough effect; inconclusive means small, poorly fitted or top-dose-only effect; further: on the % scale 0 is the no-effect control and ±100 the full control effect
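Human TRb ligand-binding domain at 0.6 uM with 20 nM Texas Red SRC2 peptide in Tris buffer containing 1 uM T3 and 5% DMSO, incubated with compound 5 h at ambient temperature. Total fluorescence (555/632 nm) calculated as parallel + 2 × perpendicular.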
Starred values were filed as active, the others as inactive; i = inactive; ? = inconclusive; . = no result given; [ ] = another dose, or the depositor's remark. Unless noted, the call rests on the fitted dose curve; in most records, active means well fitted curve in the direction sought with a large enough effect; inconclusive means small, poorly fitted or top-dose-only effect, or another doubt; inactive means no such curve, though single readings can be large; an effect the other way counts as inactive or inconclusive. Potency means the concentration at half of the fitted maximal effect. These rows are one share of the data, so the mix of outcomes need not match the whole.

SMILES	GoLoco inh red	ALDH1A1 block	SMN2 splice enh	Lamin A splicing	KDM4E inh	TRb-SRC2 inh	RECQ1 inh	TexasRed fluor
CCOC(=O)CC(=O)CSc1nc(CC)c(C)cc1C#N	6%	.	.	.	.	18%	8%	-7%
Cc1cnc(C(=O)OCC(=O)Nc2ccc(C)c(S(=O)(=O)N3CCCCC3)c2)cn1	-6%	-8%	15%	-1%	-2%	-6%	-5%	-3%
CC1(C)CC(=O)C(C(C2=C(O)CC(C)(C)CC2=O)c2ccc(Br)s2)C(=O)C1 (configuration not stated)	-3%	3.5µM*	13%	?	20µM*	-9%	-3%	-3%
CCC(C)[C@H](N)c1nnc(SCc2cccc(F)c2)o1 (some centres not stated)	5%	?	4%	7%	-5%	9%	-3%	0%
N#Cc1c(NC(=O)c2ccccc2)sc2c1CCC2	102%[activator]	?	2.2µM*	-9%	-3%	9%	1%	-2%
COc1cc(NC(=O)c2cc3sccc3n2C)cc(OC)c1	5%	1%	13µM*	-9%	-13%	2%	-8%	-1%
Cc1ccccc1NC(=O)CSc1nc(N2CCCCC2)nc(N2CCCCC2)n1	1%	-5%	-9%	-8%	8%	3%	-8%	-1%
CCOc1ccc(CCNC(=O)COC(=O)c2cc(OC)c(OC)c(OC)c2)cc1OCC	5%	2%	1%	?	10%	1%	i	-2%
CCCN(CCC)CCNC(=O)C1c2ccccc2C(=O)N2CCc3ccccc3C12 (configuration not stated)	-7%	-4%	3%	-3%[46 µM]	7%	-5%	-16%	-6%
CCn1c(NC(=O)c2cccs2)nc2ccccc21	21%	-9%	-11%	8%	?	8%	-4%	0%
COc1cc2c(cc1OC)C(c1cc3cc4c(cc3[nH]c1=O)OCO4)N(C(=O)C(C)C)CC2 (configuration not stated)	7%	0%	.	-13%	7%	7%	0%	-2%
CCc1nc(-c2ccc(OC)c(OC)c2)cc2cc(OC)c(OC)cc12	8%	?	7%	-12%	?	-2%	-3%	-2%
O=C(CN1CCN(S(=O)(=O)c2ccc(Br)cc2)CC1)Nc1ccc(F)cc1	2%	32µM*	-27%	-9%	-6%	1%	-1%	-1%
CC(OC(=O)c1cccs1)C(=O)NCc1cccs1 (configuration not stated)	-3%	3%	-10%	-8%	1%	-8%	-9%	0%
CCCCOC(=O)Nc1nnc(Cc2ccc(Cl)cc2)s1	-1%	11%	?	.	2%	-1%	-10%	0%
CCn1nnnc1SCCSc1nnnn1CC	-4%	?	15%	-13%	3%	5%	-13%	-1%
COc1ccccc1CNC(=O)CSc1nc2nc(C)cc(C)n2n1	-3%	10%	21%	18%	-2%	-2%	-3%	-5%
CCc1nc2cc(Cl)c(Cl)cc2nc1CC	2%	.	.	.	3%	-4%	-12%	-2%
Cc1nn(Cc2ccccc2)c(C)c1NC(=O)Cn1nc([N+](=O)[O-])c(Cl)c1C	1%	5%	-3%	-6%	6%	-3%	7%	-1%
O=C1CSC2(CCN(CCCN3c4ccccc4Sc4ccc(Cl)cc43)CC2)N1	0%[14.2 µM]	-8%[13.5 µM]	-9%[9.22 µM]	?	.	3%	.	-2%
Cc1oc2c(C)c(O)ccc2c(=O)c1-c1ccc2ccccc2n1	14%	7%	-9%	13%	1%	-9%	-8%	0%
CC[C@@H]1OC(=O)[C@H](C)[C@H](O[C@@H]2C[C@](C)(OC)[C@H](O)[C@H](C)O2)[C@H](C)[C@H](O[C@@H]2O[C@@H](C)C[C@@H](N(C)C)[C@@H]2O)[C@](C)(O)C[C@H](C)[C@@H]2N[C@H](COCCOC)O[C@H]([C@@H]2C)[C@]1(C)O	9%[21.6 µM]	19%[20.9 µM]	3%[20.6 µM]	-14%	5%[25.5 µM]	-7%[53 µM]	-6%[25.9 µM]	-1%[53 µM]
Cc1ccc(F)c([C@H]2[C@@H]3C=CCC[C@@]3(C)C(=O)N2Cc2ccccc2)c1	2%	.	.	.	-6%	-4%	-16%	1%
CN(C)CCSc1nc(N)c2c3c(sc2n1)COC(C)(C)C3	0%	0%	-9%	-4%	-2%	-3%	-9%	-5%
CC(C)C(c1nnnn1Cc1ccccc1)N1CCC(C(N)=O)CC1 (configuration not stated)	-2%	8%	-7%	?	0%	-10%	-6%	1%
COC(=O)/C=C1\NCCNC1=O	2%	2%	.	.	-16%	-1%	-6%	-2%
COc1ccc(-c2cc(C#N)nc(NN)n2)cc1	-2%	.	.	.	1%	-2%	-10%	-5%
CC(C)Oc1ccc(C(=O)OC(C)C(=O)Nc2nc(-c3cccc([N+](=O)[O-])c3)cs2)cc1 (configuration not stated)	11%	7%	-13%	2%	0%	-8%	-4%	-1%
Cc1cc(C)c2nc(-c3ccccn3)cc(C(=O)Nn3cnnc3)c2c1	20%	-7%	0%	.	0%	-3%	20%	-2%
CCOC(=O)C(=O)NC(C)c1ccccc1 (configuration not stated)	-4%	-3%	-5%	.	8%	-6%	i	-2%
CN1CCN(c2nc3c(c(=O)[nH]c(=O)n3C)n2CCCSc2ncccn2)CC1	-11%	?	-18%	0%	7%	-6%	-12%	-1%
N=c1n(CCCOc2ccccc2Cl)c2ccccc2n1CC(N)=O	7%	.	.	.	1%	6%	i	-4%
O=[N+]([O-])c1ccc(CN2CCN(Cc3c[nH]c4ccccc34)CC2)cc1	3%	?	-13%	?	?	-8%	0%	-1%
O=C(CCCSc1nc2ccccc2[nH]1)Nc1nnc(C2CC2)s1	19%	?	-1%	.	-2%	-1%	-3%	0%
COc1ccc(C2c3[nH]c4ccccc4c3CCN2C(=O)c2ccc(=O)n(C)n2)c(F)c1 (configuration not stated)	6%	-9%	.	.	?	-10%	i	-7%
Cc1cc(C(C)(C)C)oc1C(=O)N1CCN(C(=O)c2oc(C(C)(C)C)cc2C)CC1	-2%	?	20%	-3%	-6%	0%	-5%	-1%
Cc1cc(Nc2ccccc2N2CCOCC2)n2ncnc2n1	-1%	4%	10%	-4%	1%	-16%	-7%	0%
Cc1ccc2c(CC(=O)OC(C)C(=O)NCc3ccc4c(c3)OCO4)coc2c1 (configuration not stated)	12%	-7%	7%	16%	11%	3%	4%	-5%
CC(=O)NC1=NN(C(C)=O)C(C)(CCS(=O)(=O)c2ccc(Cl)c(Cl)c2)S1 (configuration not stated)	37%[activator]	-5%	-3%	-6%	4%	-6%	-12%	0%
CCCCNC(=O)N1CCN(C/C=C/c2ccccc2)CC1	11%	-5%	-14%	-1%[46 µM]	12%	-4%	17%	0%
Cc1ccc(NC(=O)C2CCN(S(=O)(=O)c3ccc(F)cc3)CC2)cc1	6%	5%	-22%	9%	6%	6%	-8%	-4%
Cc1ccc(S(=O)(=O)N[C@H](C(=O)N2CCC(C(=O)NCC(=O)O)CC2)C(C)C)cc1	9%	9%	0%	5%	?	0%	-13%	-1%
COc1ccc(NC(=O)C2CC(=O)OC23CCOC(C)(C)C3)cc1 (configuration not stated)	-7%	2%	9%	27%	8%	-17%	i	1%
CCOCCCNC(=S)N1CCC(NC(=O)C2CCCCC2)CC1	-4%	6%	5%	.	12%	6%	i	0%
O=C(c1ccco1)N1CCN(Cc2cccnc2)CC1	-12%	?	-5%	-1%	?	-7%	-4%	-5%
CCOC(=O)N1CCN(C(=O)COc2cc(=O)n(CC)c3ccccc23)CC1	6%	7%	23%	-2%	4%	1%	-2%	0%
CC(C)(C)OC(=O)NCc1ccc(NC(=O)c2nc[nH]c2C(=O)N[C@@H](Cc2ccccc2)C(=O)OC(C)(C)C)cc1	11%	.	.	.	?	-3%	-23%	-4%
O=S(=O)(c1ccccc1)N1CCN(C2CCCCCCC2)CC1	-24%	?	-15%	17%	5%	-20%	-5%	2%
CN1CCN(c2ncc3nc(-c4ccc(Cl)cc4)c(=O)n(C4CC4)c3n2)CC1	3%	?	-8%	.	.	.	-8%	.
Cc1ccnc(N2C(=O)c3cccc4c([N+](=O)[O-])ccc(c34)C2=O)c1	-3%	-8%	19%	?	-28%	-3%	-14%	-1%
O=C1c2ccccc2C(=O)N1CCN1CCOCC1	-8%	11%	-26%	-7%	5%	-3%	-8%	2%
COC(=O)CSc1nc(NC(C)C)nc(N(C)C)n1	5%	3%	-6%	15%[46 µM]	11%	2%	-18%	0%
COc1ccccc1C1NC(=O)NC(C)=C1C(C)=O (configuration not stated)	-8%	8%	4%	-1%	22%	1%	i	-6%
CCCC(=O)Nc1sc(Cc2ccccc2)c(C)c1C(N)=O	30%	1.8µM*	.	.	4%	-1%	-5%	-3%
CCOP(=O)(OCC)C(Nc1ccc(OC)cc1)c1ccco1 (configuration not stated)	-3%	-6%	-15%	.	-4%	-8%	-5%	0%
CCC(SC1=Nc2ccccc2C2=NC(CC(C)C)C(=O)N12)C(=O)Nc1ccc2c(c1)OCO2 (configuration not stated)	-9%	?	?	-5%	?	-10%	i	-6%
CC1=C(C(=O)Nc2ccc(C)cn2)C(c2cnn(C)c2)C2=C(CCCC2=O)N1 (configuration not stated)	-15%	?	11%	-7%	?	2%	-2%	-2%
